Assay outcomes: PubChem, several laboratories
CatL inh – inhibitors of human cathepsin L, biochemical; Procathepsin L (Homo sapiens), P07711; purified cathepsin L, fluorogenic substrate, fluorescence; inhibition, %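 (tested at 10 µM)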; hit rate 0.17% among 58,000; in the data active = inhibition above about 45%;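 also: 0% = enzyme with no compound and 100% = no enzyme blank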
Target sequence (P07711 114-288 limits assumed): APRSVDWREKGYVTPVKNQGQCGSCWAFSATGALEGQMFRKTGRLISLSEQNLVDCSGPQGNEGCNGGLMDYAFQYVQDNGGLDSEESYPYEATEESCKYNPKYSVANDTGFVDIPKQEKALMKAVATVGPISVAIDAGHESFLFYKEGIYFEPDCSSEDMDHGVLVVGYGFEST
Target sequence (P07711 292-333 limits assumed): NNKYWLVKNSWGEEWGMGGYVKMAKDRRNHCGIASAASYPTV
Cathepsin G inh – human cathepsin G inhibitors, primary screen, biochemical, pooled compound mixtures, AMC fluorescence. inhibition, % at 5 µM (by protocol). purified enzyme, AMC-tetrapeptide fluorescence. hit rate 0.2% among 62,000;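 active = inhibition above 20% in each of the two mixture wells holding the compound; inactive = inhibition of 20% or less in either well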;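 also: 0% = enzyme control without mixture and 100% = blank lacking enzyme; strong numbers were not always called active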
Target sequence (P08311 21-244 limits assumed): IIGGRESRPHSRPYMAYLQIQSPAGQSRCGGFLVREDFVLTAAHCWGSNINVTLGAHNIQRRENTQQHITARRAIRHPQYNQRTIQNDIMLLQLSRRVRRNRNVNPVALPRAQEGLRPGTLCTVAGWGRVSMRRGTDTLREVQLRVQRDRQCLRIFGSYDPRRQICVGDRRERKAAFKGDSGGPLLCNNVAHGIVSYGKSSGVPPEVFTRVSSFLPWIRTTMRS
FXIa mix inh – FXIa protease inhibitors in compound pools, primary screen, biochemical, 10-compound mixtures | inhibition, % at 5 µM | purified FXIa, fluorogenic substrate, pooled mixtures | AID 680, 2007 | hit rate 0.19% among 62,000;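 also: each value is inhibition by a whole ten-compound pool holding the compound; 0% = enzyme with no mixture and 100% = wells lacking enzyme; strong numbers were not always called active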
Target sequence (P03951 19-387 limits assumed): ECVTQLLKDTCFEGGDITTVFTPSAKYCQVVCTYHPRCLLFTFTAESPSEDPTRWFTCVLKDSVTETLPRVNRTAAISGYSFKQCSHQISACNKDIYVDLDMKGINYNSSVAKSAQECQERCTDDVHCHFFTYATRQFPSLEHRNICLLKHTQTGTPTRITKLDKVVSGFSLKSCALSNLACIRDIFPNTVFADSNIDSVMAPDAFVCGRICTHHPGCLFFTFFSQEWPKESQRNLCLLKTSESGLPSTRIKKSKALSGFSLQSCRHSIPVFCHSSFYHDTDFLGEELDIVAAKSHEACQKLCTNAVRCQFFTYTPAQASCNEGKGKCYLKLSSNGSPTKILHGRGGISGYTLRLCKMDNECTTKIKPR
Target sequence (P03951 388-625 limits assumed): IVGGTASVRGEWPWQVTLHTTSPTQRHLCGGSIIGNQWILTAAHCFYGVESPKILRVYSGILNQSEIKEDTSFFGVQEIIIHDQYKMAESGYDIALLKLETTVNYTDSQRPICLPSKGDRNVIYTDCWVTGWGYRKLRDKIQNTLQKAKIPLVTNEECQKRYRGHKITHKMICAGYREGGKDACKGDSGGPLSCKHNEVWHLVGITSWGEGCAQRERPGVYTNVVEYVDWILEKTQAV
JNK3 blocker – JNK3 kinase activity inhibitors, primary screen, biochemical, human, purified enzyme. Mitogen-activated protein kinase 10 (Homo sapiens), P53779. HTS. inhibition, % at 8 µM. hit rate 0.61% among 60,000. AID 746, 2007; in the data active = inhibition above about 17%;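 also: 0% = DMSO and 100% = reference inhibitor; many of its hits are not listed in these tables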
FXIIa mix inh – human factor XIIa inhibitors, primary screen, biochemical, pooled compound mixtures, fluorogenic substrate; purified FXIIa; inhibition, % at 5 µM; hit rate 0.2% among 62,000; AID 684, 2007;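 also: 0% = enzyme without compound and 100% = no enzyme blank; some results filed as inactive read as strong as hits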
C1s inh – complement C1s protease inhibitors, primary screen, biochemical, 10-compound mixtures; AID 538, 2006; Complement C1s subcomponent (Homo sapiens), P09871; hit rate 0.16% among 62,000; purified C1s, fluorogenic AMC substrate, pooled mixtures; mean inhibition % of two 10-compound mixtures (hits give high values), % at 5 µM (by protocol);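 active = inhibition above 20% in each of the two 10-compound mixture wells holding the compound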;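 also: 0% = enzyme wells lacking compound mixture and 100% = no-enzyme blank wells; some compounds called inactive have numbers as strong as hits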
CatS inh – inhibitors of human cathepsin S, biochemical, compound mixtures | recombinant cathepsin S, AMC dipeptide fluorescence, pooled mixtures | AID 501, 2006 | P25774 | inhibition, %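 (tested at 5 µM per compound within 10-compound mixtures)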 | hit rate 0.06% among 62,000; in the data active = inhibition above about 32%, passing the limit was not always enough; inconclusive = no clear call, values can overlap the other calls;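 also: 0% = enzyme without compound and 100% = blank without enzyme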
PKA kinase inh – inhibitors of human PKA kinase activity, primary screen, biochemical, ATP-depletion luminescence, Kemptide substrate | cAMP-dependent protein kinase catalytic subunit alpha (Homo sapiens), P17612 | AID 524, 2006 | PKA Kemptide phosphorylation, Kinase-Glo ATP luminescence | inhibition, % at 6 µM | hit rate 0.1% among 65,000;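 active = inhibition above the screen-wide mean inhibition plus 3 SD, cut at about 21% in these data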; also: many of its hits are not listed in these tables
ROCK2 blocker – inhibitors of human ROCK2 kinase, primary screen, biochemical, high-throughput, luminescence; Rho-associated protein kinase 2 (Homo sapiens), O75116; AID 604, 2007; hit rate 0.35% among 60,000; purified ROCK2, Kinase-Glo ATP depletion luminescence; inhibition, % at 6 µM;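 active = inhibition above the screen-wide mean inhibition plus 3 SD, cut at about 18% in these data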;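 also: plate controls were DMSO wells for no effect and Y-27632 control wells after no-enzyme background subtraction for full effect; many of its hits are not listed in these tables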
Starred values were filed as active, the others as inactive; ? = inconclusive; · = not tested or not shown. Rule as the data show it, unless noted: active = inhibition above about 20% (passing the limit was not always enough); inactive = the rest.

SMILES	CatL inh	Cathepsin G inh	FXIa mix inh	JNK3 blocker	FXIIa mix inh	C1s inh	CatS inh	PKA kinase inh	ROCK2 blocker
COc1cccc(N(C(=O)CNC(=O)c2ccco2)C(C(=O)NC2CCCC2)c2ccncc2)c1 (centres undefined)	-3.1	-26.4	-33.4	0.7	-0.8	-32.5	-22.0	3.5	-4.8
O=C(COc1ccccc1)Nc1nc2ccccc2[nH]1	0.1	0.5	-1.0	1.3	1.5	2.2	-2.3	9.3	2.7
COc1ccc(OC)c(NC(=O)CN(c2ccc(C)cc2)S(=O)(=O)c2c(C)noc2C)c1	9.2	-3.0	5.2	0.1	0.8	37.2	1.9	8.5	-2.0
CCOC(=O)c1nnn(CC(=O)Nc2cccc(F)c2)c1C(=O)OCC	10.2	7.4	3.2	·	-24.6	7.7	-10.9	3.0	·
CC1CCc2c(nc3ncnn3c2N2CC(C)OC(C)C2)C1 (centres undefined)	-3.7	-0.9	5.0	1.4	-5.6	-6.4	-4.2	0.1	0.6
O=C(COc1ccc2ccccc2c1Br)Nn1cnnc1	-1.2	11.1	5.4	16.0	6.8	-2.6	1.6	9.2	8.9
O=C(NCC1CCCO1)C1CCCCN1S(=O)(=O)c1ccc(F)cc1 (centres undefined)	2.4	2.6	-0.6	·	3.7	2.9	6.5	9.5	·
CC(C)(C)C(=O)/C=c1\[nH]c(=O)/c(=C\c2ccc(C#N)cc2)s1	2.4	1.1	0.0	3.5	-17.9	-45.3	-3.6	-0.7	1.3
COc1cc(OC)cc(C(=O)NCc2n[nH]c(=S)n2-c2ccccc2OC)c1	-1.2	12.4	-6.2	0.0	0.8	3.1	-2.9	-3.1	-2.9
CCOC(=O)C1CCN(C(c2cccnc2)c2c(NC(=O)c3ccco3)sc(C)c2C)CC1 (centres undefined)	9.9	-0.3	6.1	-2.2	0.3	0.8	4.5	13.0	0.6
COCCn1c(N)c(C(=O)OCc2ccccc2)c2nc3ccccc3nc21	-31.3	2.2	-7.8	-1.5	3.1	-53.8	-9.2	9.9	6.3
O=C(CC(O)(c1ccccc1)C(F)(F)C(F)F)c1cccs1 (centres undefined)	·	3.0	-0.5	-1.5	-11.1	4.8	11.1	4.4	4.3
Cc1cccc(N(CC(=O)NCc2ccccc2)C(=O)Cn2nnc(-c3ccc(C)o3)n2)c1	23.9	-12.8	-28.5	-3.9	-14.8	-160.8	-14.2	2.7	3.7
CC(C)COC(=O)C(C#N)c1nc2ccccc2nc1N1CCN(Cc2ccccc2)CC1 (centres undefined)	-2.3	14.0	-0.7	-1.3	-4.1	-23.5	12.7	-2.2	-2.7
Cc1ccccc1S(=O)(=O)Cc1ccc(C(=O)N2CCN(c3ccc(F)cc3)CC2)o1	21.5	5.7	-5.0	2.8	14.8	2.7	4.8	10.7	8.9
CCn1c(SCc2nc(-c3cccs3)no2)nnc1-c1c[nH]c2ccccc12	-4.8	13.1	7.3	2.1	2.3	11.8	-4.5	9.5	8.9
Cc1cc(C)n2nc(C(=O)Oc3ccc4c(c3)OCO4)nc2n1	-4.6	10.3	8.4	·	3.8	12.1	-2.8	3.2	·
O=C(NCc1cccs1)c1cc2c(s1)CS(=O)(=O)C2	6.3	2.9	2.2	1.3	16.3	5.1	-9.6	2.9	0.0
O=S(=O)(c1ccccc1)c1nc(Nc2ccccc2N2CCOCC2)sc1Cl	8.3	5.8	10.0	2.9	5.5	10.3	-3.8	15.6	3.2
CCCc1nnc(NC(=O)CSc2ncn[nH]2)s1	17.8	10.1	11.0	0.8	5.8	16.2	16.0	-6.2	0.5
CS(=O)(=O)N(CC(=O)N1CCN(c2ccccc2F)CC1)c1cc(C(F)(F)F)ccc1Cl	·	10.3	5.3	·	3.4	14.0	-4.0	·	·
O=C(c1ccc(=O)oc1)N1CCCc2ccccc21	10.3	7.6	-5.8	-0.9	-17.9	-9.4	11.8	5.9	2.9
Brc1ccccc1-c1nnc2sc(Cc3ccccc3)nn12	-3.6	5.8	0.5	-3.0	-1.2	3.6	-4.0	11.1	11.3
O=C(NCCN1CCCC1)c1ccc2c(=O)n(CCc3ccccc3)c(=O)[nH]c2c1	6.8	8.4	-1.8	·	8.3	-5.0	-7.8	6.2	·
CCOC(=O)Nc1cc(Br)c2c(c1)OCCO2	10.8	-8.8	-0.3	3.6	10.5	13.7	-3.8	6.1	1.9
Next part
SMILES	CatL inh	Cathepsin G inh	FXIa mix inh	JNK3 blocker	FXIIa mix inh	C1s inh	CatS inh	PKA kinase inh	ROCK2 blocker
CC(C)C[C@H](NC(=O)NC(C)C)C(=O)O	2.2	3.1	9.9	-5.0	2.1	-2.3	-0.7	-9.7	-5.5
CCOc1ccc(NC(=O)C2CC(=O)N(c3cc(C)cc(C)c3)C2)cc1 (centres undefined)	-4.8	12.0	5.8	-1.7	6.4	20.5	-4.1	0.5	1.3
CCOC(=O)c1cc2c(ccn2C)n1CC(=O)N1CCN(c2ccc(F)cc2)CC1	17.9	1.5	9.3	-7.9	-1.8	0.8	6.8	-2.6	-6.7
C=CCn1c(-c2cccs2)nc2nc3ccccc3nc21	-1.2	-1.4	-1.6	-3.7	1.7	2.7	13.0	8.0	-5.0
COc1ccccc1N1CCN(C(=O)c2oc3cc(C)c(C)cc3c2C)CC1	-3.1	1.4	6.8	-2.3	7.1	1.6	-6.6	11.3	7.2
Cc1sc2ncnc(N3CCN(c4ncccn4)CC3)c2c1C	11.3	5.0	3.6	-3.6	-15.0	-3.7	-7.5	8.2	3.1
COc1ccc(Cl)cc1NC(=O)CN(C)C(C)C(=O)NCC1CCCCC1 (centres undefined)	4.0	7.3	-4.4	·	3.1	-4.0	-2.8	7.3	·
CCn1cc(C(=O)OCC(=O)Nc2c(C)n(C)n(-c3ccccc3)c2=O)c(=O)c2ccc(C)nc21	-13.7	7.3	0.7	1.7	2.5	3.5	-2.9	8.8	6.4
CC(c1nnc(SCC(=O)Nc2sccc2C#N)n1-c1ccc(Cl)cc1)N(C)C (centres undefined)	6.1	2.3	9.7	11.5	2.8	7.4	10.9	8.3	6.2
Cn1c(=O)oc2cc(S(=O)(=O)N3CCN(Cc4ccc5c(c4)OCO5)CC3)ccc21	0.1	1.3	4.6	2.1	-18.3	3.6	-5.4	1.6	1.0
O=C(Cc1ccc(-c2ccccc2)cc1)N1CCOCC1	1.5	0.4	11.1	-2.1	-0.3	2.7	-6.5	-7.2	-6.9
CCc1ccccc1N1C(=O)C2CC(C)=C(C)CC2C1=O (centres undefined)	6.2	7.5	3.4	0.5	2.4	-1.1	4.5	5.5	6.9
Cc1ncsc1C(=O)Nc1nc2c(s1)CCCC2	14.2	9.1	0.3	-1.0	0.2	10.2	3.8	-4.1	-17.2
N#Cc1ccccc1S(=O)(=O)N1CCN(c2ccc(S(=O)(=O)N3CCOCC3)cn2)CC1	-3.8	51.4	34.3	-2.2	10.7	15.8	-3.2	6.8	1.8
Cc1ccc2oc(=O)c3cnn(CC(=O)NCCN(C)C)c3c2c1	8.9	0.7	-7.0	-0.6	-0.5	-27.4	8.2	9.6	-2.9
O=C(Nc1nc2c(s1)CCCC2)c1cc2n(n1)C(C(F)(F)F)CC(C1CC1)N2 (centres undefined)	11.6	-4.2	1.7	-2.0	9.8	1.8	4.7	7.5	6.4
CCOC(=O)C1CCCN(Cc2ccccc2F)C1 (centres undefined)	0.7	6.3	-6.1	-8.3	9.0	-6.7	-0.5	5.9	2.6
CCn1c(SCC(=O)NC(=O)Nc2ccc3c(c2)OCCO3)nnc1-c1cccs1	9.5	-6.5	3.6	-0.6	3.5	-8.8	14.6	-2.9	1.8
CCC1(C)Cc2c(sc3c2c2ncnn2c2nnc(SCC(=O)NCc4ccco4)n32)CO1 (centres undefined)	1.9	0.4	0.4	·	4.8	1.7	?	13.4	·
O=C1CN(c2ccccc2F)C(=O)CN1c1ccccc1F	-0.9	2.9	-0.4	0.9	12.6	7.3	-3.5	3.7	6.0
CCc1ccccc1NC(=O)CSc1nc2ccccc2n1CC(=O)N(C)C	-5.9	9.9	4.9	-10.1	1.8	8.4	4.0	8.4	3.3
CCOc1cc(C)nc(N2CCC(C(=O)Nc3ccccc3OCC)CC2)n1	20.8	-5.3	10.8	-4.2	6.7	-41.8	4.7	1.3	-1.0
Cc1ccc(C(=O)c2ccccc2C(=O)O)c(O)c1	·	2.7	0.4	-3.7	4.6	3.6	-0.7	8.8	3.3
CCn1c(C)csc1=NC(=O)c1ccccc1	-10.3	8.7	7.7	2.6	6.2	0.3	-2.7	6.9	6.7
Cc1ccc2nc(NC3=NCN(Cc4ccc5c(c4)OCO5)CN3)nc(C)c2c1	-11.0	14.3	15.7	2.6	1.8	5.4	-1.0	7.9	4.0
Remaining list, next part.
SMILES	CatL inh	Cathepsin G inh	FXIa mix inh	JNK3 blocker	FXIIa mix inh	C1s inh	CatS inh	PKA kinase inh	ROCK2 blocker
O=C(Nc1ccccc1C(=O)NCc1cccnc1)c1ccco1	-0.4	-12.8	-13.7	·	4.5	-21.0	-4.8	3.9	·
O=C(Nc1ccccc1C(F)(F)F)c1cc(-c2ccccc2O)on1	10.1	13.1	-5.2	4.5	-12.5	-0.5	13.0	2.9	3.2
C/C(N)=N\S(=O)(=O)c1ccc(Cl)cc1	15.0	10.1	7.9	2.6	-12.8	17.9	4.5	-3.4	-2.5
CCCc1cc(=O)oc2cc(C)c(CN3CCCC3)c(O)c12	5.9	7.8	0.1	-0.7	1.2	-3.0	1.3	-5.9	-1.0
COc1ccc2nc(N3CCCC(C(=O)NCCCN4CCN(C)CC4)C3)sc2c1 (centres undefined)	9.3	5.3	0.8	·	3.7	-0.2	1.7	7.8	·
COc1ccc2cc3c(N)c(C(=O)NCc4ccco4)sc3nc2c1	-3.2	-17.2	-0.1	-22.7	2.3	-15.2	-4.8	-5.8	19.5*
O=C(CN1CCC2(CC1)OCCO2)c1c[nH]c2ccccc12	1.8	-3.1	-0.4	-12.8	4.3	-11.9	-2.7	5.6	2.9
O=C(Nc1cccnc1)C1CCCN(S(=O)(=O)c2cccc3nsnc23)C1 (centres undefined)	14.3	1.3	1.1	1.8	19.9	5.0	5.4	12.9	2.3
Cc1cc2cc3c(cc2nc1SCC(=O)N1CCN(C(=O)c2ccco2)CC1)OCO3	1.5	7.3	3.5	-1.2	-1.5	7.4	?	-0.3	-0.9
O=C(O)CNC(=O)c1ccc2c(c1)OCCO2	-2.9	-6.4	7.6	-5.7	5.6	-5.5	-6.5	-5.1	-3.2
CCCc1noc(-c2ccc(-c3ccccc3)cc2)n1	-2.4	3.6	0.4	4.6	3.3	-7.7	-19.9	6.6	4.6
Cc1ccc(S(=O)(=O)C(C#N)c2nc3ccccc3nc2N2CCCCC2)cc1 (centres undefined)	-11.0	8.4	8.4	·	-14.4	12.3	17.8	7.5	·
O=C(O)CC1C(=O)NCCN1C/C=C/c1ccccc1 (centres undefined)	8.4	10.2	4.4	-4.5	0.7	2.2	18.5	7.8	5.3
CN1C(=O)C(C(=O)NC(C)(C)C)C2c3ccccc3OC13CCCCC23 (centres undefined)	13.1	8.8	0.8	2.8	-3.6	0.9	6.2	-4.2	-1.0
O=C(Nc1nnc(CCc2ccccc2)s1)c1cccs1	8.8	14.2	7.9	1.3	21.8	13.5	18.4	-0.6	0.0
COc1cccc(C(=O)Nc2ccc(C(=O)O)cc2)c1	-0.1	2.9	5.9	2.7	3.0	-13.3	17.2	14.5	2.1
